KCNQ2 inh: KCNQ2 channel blockers in CHO-K1 cells – cell-based, FluxOR thallium flux, B-score, primary screen (AID 2156); O88943; 20 min; active compounds read low; B-score at 10 µM; 310,000 compounds, 1.1% hits;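 active means fluorescence ratio B-score at most minus 3 library SDs, with starting brightness B-score within 2 library SDs, cut at about -5.5 in these data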
Kir21 block: blocks the mouse Kir2.1 inward-rectifier potassium channel; B-score at 10 µM; HEK293-Kir2.1, FluxOR thallium flux fluorescence; active compounds read low; P35561; AID 1672; 310,000 compounds, 0.85% hits;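 active means fluorescence ratio B-score at or below minus 3 SD of library scores, with starting-brightness B-score within 2 SD, cut at about -4.2 in these data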;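 further: channel flux triggered by added potassium and thallium sulfate stimulus; B-score of peak minus minimum fluorescence over baseline after thallium stimulus; more negative B-score means stronger Kir2.1 block with less thallium influx; some compounds called inactive have numbers as strong as hits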
Target sequence (P35561 whole entry, looked up): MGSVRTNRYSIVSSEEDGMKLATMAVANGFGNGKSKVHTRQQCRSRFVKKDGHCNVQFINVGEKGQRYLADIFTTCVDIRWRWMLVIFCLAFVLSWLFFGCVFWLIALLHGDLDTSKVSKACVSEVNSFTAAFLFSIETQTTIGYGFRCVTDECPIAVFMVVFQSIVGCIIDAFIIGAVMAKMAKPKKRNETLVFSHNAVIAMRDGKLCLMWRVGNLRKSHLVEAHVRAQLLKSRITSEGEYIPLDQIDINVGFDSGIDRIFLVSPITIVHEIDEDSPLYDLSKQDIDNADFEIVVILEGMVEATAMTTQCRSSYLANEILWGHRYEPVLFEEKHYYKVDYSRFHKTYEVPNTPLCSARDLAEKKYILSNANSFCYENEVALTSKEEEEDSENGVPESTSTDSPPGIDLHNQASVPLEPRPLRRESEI
STK33 inh: human STK33 kinase inhibition; 320,000 compounds, 0.073% hits; inhibition, % at 10 µM; Q9BYT3; purified STK33, MBP phosphorylation, ADP-Glo luminescence; AID 2661;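 active means inhibition at or above 25%, using the most active replicate where run in duplicate; inactive means inhibition below 25%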
Target sequence (Q9BYT3 whole entry, looked up): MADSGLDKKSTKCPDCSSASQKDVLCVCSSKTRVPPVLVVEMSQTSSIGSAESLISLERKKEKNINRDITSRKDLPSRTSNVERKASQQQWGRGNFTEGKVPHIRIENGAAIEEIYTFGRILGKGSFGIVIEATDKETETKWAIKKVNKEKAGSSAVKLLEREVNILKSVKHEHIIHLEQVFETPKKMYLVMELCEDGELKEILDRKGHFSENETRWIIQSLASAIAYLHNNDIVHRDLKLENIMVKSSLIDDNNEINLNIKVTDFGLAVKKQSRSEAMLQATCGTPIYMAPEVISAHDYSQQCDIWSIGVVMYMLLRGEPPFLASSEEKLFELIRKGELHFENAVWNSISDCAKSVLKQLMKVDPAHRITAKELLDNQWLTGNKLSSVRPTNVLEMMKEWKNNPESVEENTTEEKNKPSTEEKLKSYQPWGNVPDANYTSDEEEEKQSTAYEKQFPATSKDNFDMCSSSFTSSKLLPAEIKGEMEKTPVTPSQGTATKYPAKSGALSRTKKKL
* hit, by the source's call; i = inactive; nt = no result given.

SMILES	KCNQ2 inh	Kir21 block	STK33 inh
c1ccc(CCNc2c3c(nc4ncnn24)CCC3)cc1	i	-0.06	-2.4
Cc1nc(NC(=O)c2ccccc2)sc1-c1csc(NCCc2ccccc2)n1	i	1.4	3.0
Cc1ccc(CN(CC(=O)NC2CCCC2)C(=O)CSc2nnc(COc3ccccc3)o2)cc1	i	-1.2	-0.1
O=C(Nc1ccccc1C(=O)Nc1nncs1)c1ccccc1	i	-1	-1.4
CCOC(=O)CSC1=N/C(=C/c2ccc(-n3cncn3)cc2)C(=O)N1C(C)=O	i	-1.3	-0.9
CCCCn1nc(C(=O)N(C)CC(=O)Nc2cccc(F)c2)c2ccccc2c1=O	i	0.29	nt
COc1cccc(C(=O)CSc2nnc(CNS(=O)(=O)c3ccc(C)cc3)n2C)c1	i	0.19	nt
CC(Oc1cccc(Cl)c1)C(=O)Nc1ccncc1 (stereo not given)	i	-0.45	-0.2
O=C(CSc1nnnn1-c1ccccc1)N1CCNC1=O	i	-0.86	-2.4
CCOc1cc(CN2CCN(C(=O)CC(C)C)CC2)ccc1OC	i	0.22	0.7
O=c1c2sccc2nc(SCc2cc(=O)n3ccccc3n2)n1-c1ccc(Br)cc1	i	-1.2	-1.1
COc1ccccc1OCc1ccc(C(=O)N2CCCCC2)o1	i	-0.24	0.5

Next section, starting with the last 5 of the part before.
SMILES	KCNQ2 inh	Kir21 block	STK33 inh
CC(Oc1cccc(Cl)c1)C(=O)Nc1ccncc1 (stereo not given)	i	-0.45	-0.2
O=C(CSc1nnnn1-c1ccccc1)N1CCNC1=O	i	-0.86	-2.4
CCOc1cc(CN2CCN(C(=O)CC(C)C)CC2)ccc1OC	i	0.22	0.7
O=c1c2sccc2nc(SCc2cc(=O)n3ccccc3n2)n1-c1ccc(Br)cc1	i	-1.2	-1.1
COc1ccccc1OCc1ccc(C(=O)N2CCCCC2)o1	i	-0.24	0.5
CCOc1ccc(NC(=O)C2CC(=O)NC(N3CCc4ccccc43)=N2)cc1 (stereo not given)	i	0.65	-2.9
CN(C)c1ccc(C(=O)N2CCN(c3cc(C(F)(F)F)nc4ccccc34)CC2)cc1	i	1.8	0.3
Cc1ccc(OC(=O)CCC(=O)NC(C)c2ccccc2)cc1 (stereo not given)	i	-1.4	0.0
CCOC(=O)CN(C(=O)CSc1nnc(CNc2ccc(F)cc2)o1)c1ccccc1	i	-0.97	1.8
COc1ccc(CCN2C(=O)CC(C(N)=O)SC2=Nc2ccccc2)cc1OC (stereo not given)	i	-0.97	-0.7
Cc1ccc2c(c1)N(CC(=O)N1CCOCC1)C(=O)CO2	i	-0.03	-1.0
COc1ccc([N+](=O)[O-])cc1/C=N/NC(=O)c1nonc1N	i	0.14	3.6
Cc1cccc(NC(=O)N[C@@H](C)C(=O)O)c1	i	0.75	3.7
CC(C)C[C@H](NC(=O)c1nc[nH]c1C(=O)NC(c1ccccc1)c1ccccc1)C(=O)OC(C)(C)C	i	1.9	3.5
O=C(NCCCC(NC(=O)OCc1ccccc1)C(=O)O)OCc1ccccc1 (stereo not given)	i	0.52	-1.4
COc1cccc(NC(=O)C2C3C=CC4(O3)C2C(=O)N(CCCN2CCCCC2)C4C(=O)NC2CCCCC2)c1 (stereo not given)	i	-0.08	-2.5
COC(=O)c1ccccc1NC(=O)CN1CCc2ccccc2C1	-7.8*	-2.2	7.0
Cc1cc(NC(=O)CSc2ccc3nnc(-c4ccc(Cl)cc4)n3n2)no1	i	-0.16	0.2
CC(C)(C)c1ccc(C(=O)NC(=S)N2CCOCC2)cc1	i	-0.16	-0.6
CC(C)[C@H](NC(=O)Nc1cccc(Br)c1)C(=O)O	i	0.86	4.0
COc1ccc(C(=O)NN2CCCCC2)cc1OC	i	0.14	-2.5
COc1ccc(N2CCN(C(=O)CCCn3c(=S)[nH]c4cc5c(cc4c3=O)OCO5)CC2)cc1	i	2.5	-0.1
CS(=O)(=O)N(CC(=O)N1CCN(Cc2ccc3c(c2)OCO3)CC1)C1CCCCC1	i	-0.19	-0.5
Cc1ccc(C#N)c(SCc2ccccc2[N+](=O)[O-])n1	i	0.42	0.2
COc1cccc(/C=N/N(C)C2=NS(=O)(=O)c3ccccc32)c1O	i	0.26	-1.0
Cc1cccc(C(=O)N2CCCC(N3CCN(c4ccccc4)CC3)C2)n1 (stereo not given)	i	0.16	-0.8
COc1cc(-c2nc(S(=O)(=O)c3ccc(Cl)cc3)c(N(C)C)o2)cc(OC)c1OC	i	0.19	-0.1
COc1ccc(S(=O)(=O)NCC2CCCN(Cc3ccc(OC)cc3F)C2)cc1 (stereo not given)	i	-1.4	-1.7
CCC(C)NC(=S)Nc1ccc(C(=O)OC)cc1 (stereo not given)	i	1.2	0.4

Taken from above for reference:
SMILES	KCNQ2 inh	Kir21 block	STK33 inh
Cc1ccc(C#N)c(SCc2ccccc2[N+](=O)[O-])n1	i	0.42	0.2
COc1cccc(/C=N/N(C)C2=NS(=O)(=O)c3ccccc32)c1O	i	0.26	-1.0
Cc1cccc(C(=O)N2CCCC(N3CCN(c4ccccc4)CC3)C2)n1 (stereo not given)	i	0.16	-0.8
COc1cc(-c2nc(S(=O)(=O)c3ccc(Cl)cc3)c(N(C)C)o2)cc(OC)c1OC	i	0.19	-0.1
COc1ccc(S(=O)(=O)NCC2CCCN(Cc3ccc(OC)cc3F)C2)cc1 (stereo not given)	i	-1.4	-1.7
CCC(C)NC(=S)Nc1ccc(C(=O)OC)cc1 (stereo not given)	i	1.2	0.4

(further entries)
SMILES	KCNQ2 inh	Kir21 block	STK33 inh
CC(C)Cc1cc(C(=O)O)n[nH]1	i	0.43	4.0
CCOc1ccc(C(=S)NC2CCCCC2)cc1OCC	i	0.33	-1.5
Cc1nc2ccc(NC(=O)N(C)c3ccccc3)cc2s1	i	1.3	0.0
COc1ccc(/C=N/NC(=O)c2ccn[nH]2)cc1COc1ccc(F)cc1	i	-2	-2.3
COc1ccc(F)cc1COc1nc(C)nc2ccccc12	i	0.06	-2.3
CN(C)S(=O)(=O)N1CCN(c2ccc([N+](=O)[O-])c(NC3CC3)c2)CC1	i	1.1	-0.9
CC1=C(C(=O)OCc2ccccc2)C(c2ccc(Cl)cc2)NC(=O)N1CCCC(=O)O (stereo not given)	i	0.4	-1.7
CN(C)c1ccc(/C=N/NC(=O)c2ccc3nc[nH]c3c2)cc1	i	0.27	0.2
Cc1nc(CNC(=O)c2cc(COc3ccc(F)cc3Cl)on2)cs1	i	1.3	-0.8
COc1ccccc1CC(=O)NNC(=O)c1cccs1	i	0.62	1.9
CC(C)OC(=O)CSc1nnc(-c2ccc(O)cc2)n1Cc1ccccc1	i	-1.5	1.5
CCC(C)NC(=O)c1ccccc1NC(=O)COc1ccc(OC)cc1 (stereo not given)	i	-0.56	nt
CCCN(CCC)C(=O)Cn1c(=O)n(CCCCCC(=O)Nc2ccccc2)c(=O)c2sccc21	i	1.4	-0.9
Cc1ccc(C(=O)N2CCC3(CC2)Oc2ccc(F)cc2C(=O)C32CC(c3cccnc3)=NO2)s1 (stereo not given)	i	1.5	-2.3
COc1ccc(F)cc1S(=O)(=O)NCC(=O)NCc1cc(=O)n(C)c(=O)n1C	i	-0.47	-2.7
CCOC(=O)CC1CCCCN1C(=O)c1cc(COc2cccc3cnccc23)on1 (stereo not given)	i	-4.1	1.5
Cc1ccc(-n2nc(C)c(NC(=O)CCl)c2C)cc1C	i	-0.29	0.2
O=c1cc(/C=C/c2cccs2)[nH]c2ccccc12	i	2.1	11
O=C1CC(c2ccco2)Cc2nc(NCC3CCCO3)ncc21 (stereo not given)	i	1.6	-0.9
CCC1=NC(c2ccc(OC)c(OC)c2)N(O)C1(C)C (stereo not given)	i	1.2	0.1
O=C(NCCCn1ccnc1)c1ccccc1F	i	-0.1	-5.1
COc1ccc2[nH]c(=O)c(CN(Cc3cccnc3)S(=O)(=O)c3ccccc3F)cc2c1	i	1.5	-0.2
COc1cccc(CNC(=O)C23CN(Cc4ccccc4)CC2C(c2ccc([N+](=O)[O-])cc2)=NO3)c1 (stereo not given)	i	2.1	-0.1
Cc1nn(C)cc1C1C(C#N)=C(N)N(c2cccnc2)C2=C1C(=O)CCC2 (stereo not given)	i	0.79	-0.8
O=C(c1c(F)cccc1F)N1CCC(n2nnc3cc(C(F)(F)F)ccc32)CC1	i	0.5	0.7
Cc1c(C(=O)O)sc2nc(CSc3nnc(-c4ccc(F)cc4)n3C)[nH]c(=O)c12	i	-1.1	-1.0
COC(=O)c1cccc(NC(=O)c2ccc3c(c2)C(=O)N(C(C)(C)C)C3=O)c1	i	0.98	-0.9
CNC(=O)Nc1cccc(-c2cc(-c3c(Cl)cccc3Cl)no2)c1	i	0.49	0.6
CC(C)OC(=O)CC1C(=O)NCCN1C(=S)NC(=O)c1ccc(F)cc1 (stereo not given)	i	1.1	0.4
Cc1cc2c(c(=O)o1)C1(C(=O)N(C)c3ccccc31)C(C#N)=C(N)O2 (stereo not given)	i	0.46	-2.1
CCn1ccnc1CN(C)Cc1c(C(=O)N2C[C@@H](C)O[C@@H](C)C2)nc2ccc(Cl)cn12	i	-0.67	-0.2
Cc1cc(C)n(CC(=O)NNC(=O)CCCOc2ccc(Cl)cc2C)n1	i	-0.01	-0.7
COc1ccccc1NC(=S)c1ccccc1	i	0.03	-1.3
O=C(NC1CCCC1)C1CCN(C(=O)NCc2ccccc2)CC1	i	0.02	0.1
O=C(CN1CCN(S(=O)(=O)c2ccccc2)CC1)Nc1ccc(N2CCOCC2)cc1	i	-0.2	1.5
O=C(c1cc2ccccc2o1)n1nnc2ccccc21	i	-1.1	-1.3
Cc1cc2oc(=O)cc(Cn3ccnc3)c2cc1Cl	i	0.56	-1.3
COCCNCc1ccc(Cl)cc1Cl	i	-0.75	-0.2
CSc1cccc(NC(=S)N(CCN(C)C)C(C)c2ccccn2)c1 (stereo not given)	i	-1.2	-1.3
CCn1c(C)cc(C)c(C#N)c1=O	i	-0.05	-0.1
COCCNC(=O)CSc1nnc(-c2ccc(C)cc2)c(-c2ccc(C)cc2)n1	i	-2.2	4.9
O=c1nc(-c2ccccc2)n(-c2ccccc2)[nH]1	i	1.7	0.2
COc1ccccc1/C=C/C(=O)NC(=S)N1CCOCC1	i	-0.24	-0.2
CCN(CC(=O)Nc1ccc(NC(C)=O)cc1)C(=O)C1COc2ccccc2O1 (stereo not given)	i	1.4	2.5
O=C(OCC(=O)N1CCN(c2ccccc2)CC1)c1ccc(Cl)nc1	i	1.3	-1.2
COc1cc(OC)cc(-c2nnc(SCC(=O)Nc3cccc(C(=O)O)c3)s2)c1	i	0.28	-2.2
Cc1ccccc1NC(=O)CN1C(=O)CSc2ccc(S(=O)(=O)N3CCCC3)cc21	i	0.57	-1.5
Cc1sc2nc(SCc3nnc(-c4cccs4)o3)n(C3CCCC3)c(=O)c2c1C	i	-0.09	-0.1
COC(=O)c1sccc1NC(=S)Nc1cc(OC)ccc1OC	i	2.9	0.6
CCn1c2ccc(C)cc2c2n[nH]c(=S)nc21	i	-1.1	-3.6
Cc1ccc(SCc2[nH]nc3c2C(c2cccnc2)C(C#N)=C(N)O3)cc1 (stereo not given)	i	1.6	-1.0
O=C(NN1C(=O)C2C3C=CC(C3)C2C1=O)c1ccccc1 (stereo not given)	i	0.01	-2.0
CCN1C(=O)[C@H]2[C@@H](c3ccc(OC)cc3)N3C(=O)CN(CCOC)C(=O)[C@@]3(Cc3ccccc3)[C@H]2C1=O	i	-0.44	0.0
CCc1ccc(NC(=O)CC2C(=O)N(c3cccc(C)c3)C(=O)N2C2CC2)cc1 (stereo not given)	i	0.45	-0.4
CCn1c(-c2cccn(Cc3ccccc3)c2=O)n[nH]c1=S	i	-0.1	-0.5
O=[N+]([O-])c1cc(Br)cc(C=Nc2ccc3c(c2)OCO3)c1O	i	-0.32	-0.5
Cc1cc(C)nc(-n2nc(C)cc2NC(=O)C(C)C)n1	i	0.96	-0.7
COc1ccc(NC(=O)C2CCN(C(=O)c3ccco3)CC2)c(OC)c1	i	-1.3	-1.0
COc1cccc(/C=C/C(=O)OCC(=O)NC(=O)NC2CCCCC2)c1	i	0.4	-0.7
O=C(N=C1SC2CS(=O)(=O)CC2N1CCc1ccccc1)C1CC1 (stereo not given)	i	-1.6	1.4

More entries
SMILES	KCNQ2 inh	Kir21 block	STK33 inh
O=C(CCc1ccc(O)cc1)NNC(=S)NCCc1ccccc1	i	-1.1	0.3
CNc1ccc(C(=O)N2CCN(S(=O)(=O)c3ccc4c(c3)OCCCO4)CC2)cc1[N+](=O)[O-]	i	0.25	-1.6
COC(=O)[C@@H]1C[C@@]2(O)[C@H](O)[C@H](O)[C@H](O)C[C@H]2N1Cc1ccc(C)s1	i	0.49	0.3
O=C(Nc1ccccc1)C1CCCN1S(=O)(=O)c1ccc(Br)cc1 (stereo not given)	i	-0.12	-0.8
Cc1ccc(CNCCC2=CCCCC2)cc1	i	-6.9*	-1.3
O=C(Nc1ccccc1O)c1cccc(S(=O)(=O)Nc2ccccc2O)c1	i	-1.1	-1.5
COc1ccc(Cl)cc1NS(=O)(=O)c1cn(C)nc1C	i	-3	-2.1
O=C(O)C1C2C=CC(C2)C1C(=O)Nc1ccccc1Br (stereo not given)	i	-1.6	-0.2
COc1ccc(N=C2SC(CC(=O)Nc3ccccc3)C(=O)N2Cc2ccco2)cc1 (stereo not given)	i	0.2	-1.2
CC(C)(C)c1cc(C(=O)NN)n(Cc2ccc(Cl)cc2Cl)n1	i	-1.7	-1.3

In the list so far, two have a CF3 group:
SMILES	KCNQ2 inh	Kir21 block	STK33 inh
CN(C)c1ccc(C(=O)N2CCN(c3cc(C(F)(F)F)nc4ccccc34)CC2)cc1	i	1.8	0.3
O=C(c1c(F)cccc1F)N1CCC(n2nnc3cc(C(F)(F)F)ccc32)CC1	i	0.5	0.7

High-throughput results deposited in PubChem by several laboratories.
